Assay outcomes: PubChem, several laboratories
SMARCA2 act = SMARCA2 (BRM) function activators, primary screen, cell-based, luminescence, high throughput; activation, % at 9.1 µM; MG213 cells, MMTV-luciferase reporter, dexamethasone, overnight; 1% of 370,000 active; in the data active = activation above about 7.8%;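 also: 0% = vehicle wells and 100% = reference activator wells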
DAX1 inh-1 = DAX1 (NR0B1) inhibitors on StAR promoter, primary screen, cell-based, luminescence, SF-1 (NR5A1), full-length DAX-1; HEK293T StAR-luciferase reporter, SF-1/DAX-1 repression relief; inhibition, % at 6.8 µM; 1.1% of 370,000 active; AID 652010, 2013;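 active = inhibition above the mean over all tested compounds plus 3 SD, cut at about 3.6% in these data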;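 also: 0% = DAX-1 cells with DMSO and 100% = cells lacking DAX-1 with DMSO; higher inhibition means more luminescence from relief of DAX-1 repression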
hgDAF-12 ag = H. glycines DAF-12 receptor agonists, primary screen, cell-based, luminescence, HEK293, GAL4 fusion, UAS-luciferase | 1.8% of 370,000 active | activation, % at 6.8 µM | Nuclear hormone receptor DAF-12 (Heterodera glycines), GAL4 fusion | HEK293 GAL4-hgDAF12 UAS-luciferase reporter, agonist luminescence; normalized to butyrate control;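 active = activation above a cutoff set at the mean of all screened compounds plus 3 SD, cut at about 10% in these data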;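 also: 0% = DMSO wells and 100% = sodium butyrate wells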
ADAM17 inh = ADAM17 inhibitors, primary screen, biochemical, QFRET; recombinant ADAM17, EDANS/DABCYL FRET peptide cleavage; 0.83% of 370,000 active; Disintegrin and metalloproteinase domain-containing protein 17 (Homo sapiens), P78536; AID 720648, 2013; inhibition, % at 6.95 µM;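 active = inhibition above the mean of compounds lying between control limits plus 3 SD, set per campaign, cut at about 8.5% in these data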;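 also: 0% = DMSO-only wells as the low control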
GAA850 FXN act = FXN promoter activators, primary screen, cell-based, luciferase luminescence, HEK293 lucGAA850; HEK293 lucGAA850 FXN promoter luciferase reporter, 24 h; percent of 10 µM SAHA response; AID 540364, 2011; activation, % at 6 µM; 0.56% of 360,000 active;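 active = activation above the average of all compounds screened plus 3 SD, cutoff fixed separately per campaign, cut at about 7.5% in these data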;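 also: 0% = DMSO wells and 100% = 10 µM SAHA wells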
hcDAF-12 act = H. contortus DAF-12 nuclear receptor activators, primary screen, cell-based, luminescence, HEK293, lit1-tk-luc reporter | HEK293 hcDAF-12 lit1-tk-luc reporter; 0% DMSO, 100% Δ7-dafachronic acid | activation, % at 6.8 µM | 1.4% of 370,000 active;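 active = activation above the mean of all tested compounds plus 3 SD, cut at about 5.5% in these data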;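 also: 100% = response to 3 µM Δ7-dafachronic acid high control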
NPR1 activator = GC-A stimulated cGMP production enhancers – HEK293 GC-A cells, cGMP TR-FRET, EC30 ANP, primary screen | 0% at EC30 ANP, 100% saturating ANP | 0.14% of 370,000 active | AID 1671463, 2021 | Atrial natriuretic peptide receptor 1 (Homo sapiens), P16066 | activation, % at 10 µM; in the data active = activation above about 40%
ssDAF12 agonist = S. stercoralis DAF-12 nuclear receptor activators, primary screen, cell-based, luminescence, HEK293, GRIP1 co-expression, lit1-tk-luc; 1% of 370,000 active; activation, % at 6.8 µM; Nuclear hormone receptor DAF-12 (Strongyloides stercoralis); HEK293 ssDAF-12/GRIP1 lit1-tk-luc reporter; % of 3 µM dafachronic acid response; AID 652126, 2013;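 active = activation above the mean over all tested compounds plus 3 SD, cut at about 0.9% in these data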;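 also: 0% = DMSO-only wells and 100% = 3 µM delta7-dafachronic acid wells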
ADAM10 inh = human ADAM10 inhibitors, primary screen, biochemical, QFRET, HTS; Disintegrin and metalloproteinase domain-containing protein 10 (Homo sapiens), O14672; 0.62% of 370,000 active; recombinant ADAM10, EDANS/DABCYL FRET peptide cleavage, 3 h; inhibition, % at 7 µM;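 active = inhibition above a per-campaign cutoff equal to the mean of compounds falling between control-based bounds plus 3 SD, cut at about 20% in these data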;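 also: 0% = DMSO wells while the 100% control is not disclosed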
Target sequence (O14672 214-748 limits assumed): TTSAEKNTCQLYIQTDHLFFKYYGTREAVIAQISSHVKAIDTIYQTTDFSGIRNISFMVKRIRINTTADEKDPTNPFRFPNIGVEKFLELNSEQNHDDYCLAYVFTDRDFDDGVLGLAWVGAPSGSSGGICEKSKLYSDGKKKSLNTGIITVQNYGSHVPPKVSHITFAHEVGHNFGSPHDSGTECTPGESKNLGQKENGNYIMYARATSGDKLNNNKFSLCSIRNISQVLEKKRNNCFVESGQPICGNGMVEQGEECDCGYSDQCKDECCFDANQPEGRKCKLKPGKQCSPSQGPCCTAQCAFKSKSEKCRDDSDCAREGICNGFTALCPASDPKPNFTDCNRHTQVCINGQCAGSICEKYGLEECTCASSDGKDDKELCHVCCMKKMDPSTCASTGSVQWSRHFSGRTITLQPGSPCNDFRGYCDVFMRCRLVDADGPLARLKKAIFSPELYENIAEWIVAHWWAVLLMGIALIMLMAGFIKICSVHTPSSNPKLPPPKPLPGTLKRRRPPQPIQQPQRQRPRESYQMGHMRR
PG9 Ab binder = binders of HIV-1 gp120 antibody PG9, primary screen, biochemical, TR-FRET. TR-FRET gp120-PG9 antibody binding. inhibition, % at 6.7 µM. 0.43% of 360,000 active. AID 624416, 2012; in the data active = inhibition above about 8.5%
DAX1 inh-2 = DAX1 (NR0B1) inhibitors, primary screen, cell-based, HEK293, Gal4-DAX1, luciferase luminescence | Nuclear receptor subfamily 0 group B member 1 (Homo sapiens), P51843 | HEK293 Gal4-DAX1 luciferase reporter | inhibition, % at 6.75 µM | 0.99% of 340,000 active | AID 504766, 2011;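 active = inhibition above the mean over all tested compounds plus 3 SD, cut at about 4.2% in these data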;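 also: 0% = DAX1-transfected cells with DMSO and 100% = empty-vector control cells with DMSO; inhibition shows as a rise in luminescence from relieved DAX1 repression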
Target sequence (P51843 207-470 limits assumed): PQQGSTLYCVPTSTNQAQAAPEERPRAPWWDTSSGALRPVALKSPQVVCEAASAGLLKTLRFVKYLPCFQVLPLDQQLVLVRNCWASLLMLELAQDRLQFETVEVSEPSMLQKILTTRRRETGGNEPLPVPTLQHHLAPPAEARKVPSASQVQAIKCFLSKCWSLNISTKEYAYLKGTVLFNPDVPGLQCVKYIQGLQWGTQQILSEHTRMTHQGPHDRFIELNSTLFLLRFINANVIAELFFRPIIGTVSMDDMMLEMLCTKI
The depositor's hits bear a star. No enrichment for hits, and some 6.8% of all compounds hit somewhere here.

For COC(=O)c1cn(CC(=O)N2C(C)CCCC2C)c2ccccc12 (centres undefined) the results were SMARCA2 act -1, DAX1 inh-1 -0.1, hgDAF-12 ag 0.0, ADAM17 inh -3, GAA850 FXN act 0.7, hcDAF-12 act -0.8, NPR1 activator -2, ssDAF12 agonist -1.5, ADAM10 inh 1, PG9 Ab binder 2.1 and DAX1 inh-2 -0.2.
CCCc1nnc(SCC(=O)Nc2ccccc2Cl)n1CC1CCCO1 (centres undefined) was read as SMARCA2 act -1, DAX1 inh-1 0.8, hgDAF-12 ag -1.2, ADAM17 inh 7, GAA850 FXN act 1.6, hcDAF-12 act -0.9, NPR1 activator 1, ssDAF12 agonist -1.0, ADAM10 inh 1, PG9 Ab binder -0.8 and DAX1 inh-2 0.1.
CC(C)Cn1c2c(c(O)c(C(=O)Nc3ncccc3O)c1=O)CCCC2 was read as SMARCA2 act 0, DAX1 inh-1 1.0, hgDAF-12 ag -0.3, ADAM17 inh -5, GAA850 FXN act -0.2, hcDAF-12 act 1.8, NPR1 activator -3, ssDAF12 agonist -0.8, ADAM10 inh -6, PG9 Ab binder -0.8 and DAX1 inh-2 -0.6.
For CCOc1ccc(N2CC(=O)N/C2=N\c2nc(C)cc(C)n2)cc1 the results were SMARCA2 act 2, DAX1 inh-1 -0.3, hgDAF-12 ag 0.1, ADAM17 inh 1, GAA850 FXN act -0.1, hcDAF-12 act -1.6, NPR1 activator -1, ssDAF12 agonist -1.6, ADAM10 inh 8, PG9 Ab binder -1.2 and DAX1 inh-2 -0.1.
For O=c1[nH]c(Nc2ccc(F)cc2)cc2ccccc12 the results were SMARCA2 act 0, DAX1 inh-1 -0.1, hgDAF-12 ag -0.3, ADAM17 inh -7, GAA850 FXN act -3.5, hcDAF-12 act 1.1, NPR1 activator -4, ssDAF12 agonist -0.4, ADAM10 inh -27, PG9 Ab binder -6.3 and DAX1 inh-2 0.3.
For Cc1ccc(-c2csc3ncnc(Oc4cccc5ccc(C)nc45)c23)cc1 the results were SMARCA2 act -5, DAX1 inh-1 -0.1, hgDAF-12 ag -2.4, ADAM17 inh 4, GAA850 FXN act 0.9, hcDAF-12 act -0.5, NPR1 activator -18, ssDAF12 agonist 0.1, ADAM10 inh 15, PG9 Ab binder -3.3 and DAX1 inh-2 1.4.
Cc1onc(-c2c(F)cccc2Cl)c1C(=O)OCc1cnc(Cl)s1 was read as SMARCA2 act -3, DAX1 inh-1 -0.2, hgDAF-12 ag 1.1, ADAM17 inh -2, GAA850 FXN act 1.2, hcDAF-12 act 1.3, NPR1 activator -9, ssDAF12 agonist -2.5, ADAM10 inh 4, PG9 Ab binder 1.8 and DAX1 inh-2 0.4.
For COC(=O)c1ccc2nc(-c3ccc(C)cc3)c(Cc3cccc(Cl)c3)n2c1 the results were SMARCA2 act 0, DAX1 inh-1 -0.1, hgDAF-12 ag 1.4, ADAM17 inh -20, hcDAF-12 act 1.0, NPR1 activator 10, ssDAF12 agonist 0.2, ADAM10 inh -68 and PG9 Ab binder -0.4.
Screening C=CCNc1ncnc2c1ncn2[C@H]1CN(Cc2ccc(F)cc2)C[C@@H](CO)O1 returned SMARCA2 act 0, DAX1 inh-1 0.2, hgDAF-12 ag -4.6, ADAM17 inh 5, GAA850 FXN act -0.5, hcDAF-12 act 0.8, NPR1 activator 0, ssDAF12 agonist 0.3, ADAM10 inh 2 and PG9 Ab binder -0.3.
S=C(Nc1ccccc1Cl)N1CCN(c2ccccn2)CC1 was read as SMARCA2 act -2, DAX1 inh-1 0.1, hgDAF-12 ag -3.8, ADAM17 inh 5, GAA850 FXN act 1.9, hcDAF-12 act 0.0, NPR1 activator 0, ssDAF12 agonist -1.5, ADAM10 inh -5, PG9 Ab binder -1.5 and DAX1 inh-2 0.8.
COC(=O)C[C@H]1CC[C@@H](NS(=O)(=O)c2ccc(C)cc2)[C@@H](CO)O1 was read as SMARCA2 act -3, DAX1 inh-1 1.0, hgDAF-12 ag -1.0, ADAM17 inh -3, hcDAF-12 act -1.2, NPR1 activator 4, ssDAF12 agonist -0.6, ADAM10 inh 2 and PG9 Ab binder 0.7.
COc1cc(NC(=O)CCNC(=O)Cn2cnc3ccccc3c2=O)cc(OC)c1OC was read as SMARCA2 act -2, DAX1 inh-1 0.5, hgDAF-12 ag 7.4, ADAM17 inh 1, GAA850 FXN act -1.2, hcDAF-12 act -1.4, NPR1 activator -1, ssDAF12 agonist -1.0, ADAM10 inh 1, PG9 Ab binder 1.6 and DAX1 inh-2 -0.4.
C=CCOc1ccc(/C=N/NC(C)=O)cc1OCC was read as SMARCA2 act -1, DAX1 inh-1 -0.2, hgDAF-12 ag 1.9, ADAM17 inh 0, GAA850 FXN act 0.3, hcDAF-12 act -0.8, NPR1 activator 4, ssDAF12 agonist -0.7, ADAM10 inh -8, PG9 Ab binder -1.3 and DAX1 inh-2 0.4.
COc1ccc(NCc2nnc(SCCN3CCCCC3)n2-c2ccc(C)cc2)cc1 was read as SMARCA2 act -2, DAX1 inh-1 1.3, hgDAF-12 ag -1.6, ADAM17 inh -2, GAA850 FXN act 0.7, hcDAF-12 act 2.1, NPR1 activator -2, ssDAF12 agonist -0.1, ADAM10 inh -6, PG9 Ab binder -3.2 and DAX1 inh-2 0.4.
For Cc1cccc(C)c1-n1nnnc1C1(C)CCC(=O)N1CCCn1ccnc1 (centres undefined) the results were SMARCA2 act -2, DAX1 inh-1 0.6, hgDAF-12 ag 2.1, ADAM17 inh -2, hcDAF-12 act -0.7, NPR1 activator 0, ssDAF12 agonist -0.3, ADAM10 inh -3 and PG9 Ab binder 2.0.
`O=C(NCCO)c1cccc(-c2cnc3cccnn23)c1` gave SMARCA2 act -4, DAX1 inh-1 0.7, hgDAF-12 ag 1.5, ADAM17 inh inactive, GAA850 FXN act -0.5, hcDAF-12 act 1.6, NPR1 activator 6, ssDAF12 agonist -1.2, ADAM10 inh inactive and PG9 Ab binder 0.4.
`CCCOc1ccc(N2C(=O)CC(NCCNc3ccc([N+](=O)[O-])cn3)C2=O)cc1` (centres undefined) gave SMARCA2 act -1, DAX1 inh-1 0.3, hgDAF-12 ag 3.8, ADAM17 inh 0, GAA850 FXN act 0.2, hcDAF-12 act 1.9, NPR1 activator -5, ssDAF12 agonist -1.5, ADAM10 inh 7, PG9 Ab binder -0.8 and DAX1 inh-2 0.6.
For O=C1CCCC2=C1C(c1ccc(Cl)cc1)N1C(=O)CCSC1=N2 (centres undefined) the results were SMARCA2 act -2, DAX1 inh-1 -0.2, hgDAF-12 ag -2.2, ADAM17 inh 3, GAA850 FXN act 1.1, hcDAF-12 act -2.0, NPR1 activator 0, ssDAF12 agonist -1.1, ADAM10 inh -1, PG9 Ab binder -5.8 and DAX1 inh-2 -1.5.
`COc1ccc(-n2ncc3c2CC(C)(C)CC3NC(=O)c2oc(C)cc2C)cc1` (centres undefined) gave SMARCA2 act -1, DAX1 inh-1 -0.1, hgDAF-12 ag -2.9, ADAM17 inh -5, GAA850 FXN act -1.3, hcDAF-12 act 0.9, NPR1 activator -1, ssDAF12 agonist -0.8, ADAM10 inh -4, PG9 Ab binder -0.2 and DAX1 inh-2 -0.1.
For O=C(CCCCC(=O)Sc1ccccc1)Sc1ccccc1 the results were SMARCA2 act -3, DAX1 inh-1 -0.7, hgDAF-12 ag 0.1, ADAM17 inh 0, GAA850 FXN act 0.6, hcDAF-12 act -1.2, NPR1 activator 1, ssDAF12 agonist -1.0, ADAM10 inh 6, PG9 Ab binder -1.4 and DAX1 inh-2 -0.8.
Screening Oc1c(Br)cc(Br)cc1C=Nc1ccc2[nH]ncc2c1 returned SMARCA2 act -1, DAX1 inh-1 -0.9, hgDAF-12 ag -0.1, ADAM17 inh -13, GAA850 FXN act -1.6, hcDAF-12 act -1.4, NPR1 activator 1, ssDAF12 agonist -0.7, ADAM10 inh -35, PG9 Ab binder -2.6 and DAX1 inh-2 -0.6.
`CC1(C)CC(=O)C=C(c2ccccc2-c2ccc3c(c2)OCO3)C1=O` gave SMARCA2 act -4, DAX1 inh-1 -0.7, hgDAF-12 ag 0.2, ADAM17 inh -4, hcDAF-12 act -0.1, NPR1 activator -4, ssDAF12 agonist -1.2, ADAM10 inh -9 and PG9 Ab binder -1.5.
For CC(C)(C)C1c2[nH]c3ccccc3c2CCN1CCCn1cccn1 (centres undefined) the results were SMARCA2 act -2, DAX1 inh-1 0.6, hgDAF-12 ag -4.0, ADAM17 inh -10, GAA850 FXN act 1.2, hcDAF-12 act 1.0, NPR1 activator -14, ssDAF12 agonist -0.7, ADAM10 inh -38, PG9 Ab binder -2.2 and DAX1 inh-2 -0.1.
For COc1ccc(N2CCN(C(=O)c3c(-c4c(F)cccc4Cl)noc3C)CC2)cc1 the results were SMARCA2 act 2, DAX1 inh-1 -0.5, hgDAF-12 ag -1.3, ADAM17 inh 5, GAA850 FXN act 0.8, hcDAF-12 act 0.4, NPR1 activator -1, ssDAF12 agonist -0.7, ADAM10 inh -6, PG9 Ab binder -2.4 and DAX1 inh-2 -1.0.
`COc1ccc(OCc2cc(C(=O)N3CCOCC3)no2)c(Cl)c1` gave SMARCA2 act 7, DAX1 inh-1 7.4*, hgDAF-12 ag 13*, ADAM17 inh 2, GAA850 FXN act 2.3, hcDAF-12 act 3.0, NPR1 activator 1, ssDAF12 agonist -0.1, ADAM10 inh -3, PG9 Ab binder -1.4 and DAX1 inh-2 0.4.
Cc1ncc(CN2CCC(C(=O)Nc3ccc(-n4cccn4)cc3)CC2)s1 was read as SMARCA2 act -1, DAX1 inh-1 -3.0, hgDAF-12 ag 1.3, ADAM17 inh -2, GAA850 FXN act -0.6, hcDAF-12 act -2.3, NPR1 activator 2, ssDAF12 agonist -1.2, ADAM10 inh -24, PG9 Ab binder -0.6 and DAX1 inh-2 0.1.
